aSyn 5UTR inh: MLPCN primary screen, SNCA 5' untranslated region. inhibition, % (tested at 7.5 µM). alpha-synuclein 5'UTR reporter, inhibitor activity. 300,000 compounds, 0.82% hits; in the data active = inhibition above about 60%; inconclusive = no clear call, values can overlap the other calls;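 also: H4 neuroglioblastoma cells stably carrying SNCA 5'UTR luciferase fusion; 0% = DMSO wells and 100% = positive control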
HSP90 inh: inhibitors of HSP90 luciferase refolding in rabbit reticulocyte lysate. luciferase refolding luminescence, 3 h. inhibition, % at 5.6 µM. 290,000 compounds, 0.91% hits. AID 1789;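 active = inhibition above the screen-wide mean plus 3 SD, computed separately per campaign, cut at about 16% in these data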;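 also: 0% = DMSO wells and 100% = 60 µM geldanamycin wells; inhibitors lower the luminescence because luciferase stays unfolded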
HSF-1 act: increases HSF-1 driven luciferase reporter signal. activation, % at 9 µM. 300,000 compounds, 1.7% hits. NIH3T3-HGL HSF-1 luciferase reporter, MG132, 8 h; 100% = twice DMSO control signal;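 active = mean replicate activation of at least 50% with a set share of replicates each reaching 50%; inconclusive = only one of those two conditions met; inactive = mean below 50% and too few replicates reaching it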;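 also: 0% = median of the neutral control wells and 100% = twice that signal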
HSF1 inh: HSF1 inhibition | activity change, negative = inhibition, % at 7.5 µM (by protocol) | AID 2098 | NIH3T3-HGL HSE-luciferase, MG132-induced, luminescence 8 h; stronger effect = lower value | 300,000 compounds, 0.77% hits;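 active = more than half of replicate wells show activity change below -50%, luminescence cut by over half; inconclusive = some wells, but at most half, below -50%; inactive = no replicate well below -50%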;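 also: luciferase reports HSF-1 transcriptional activity via heat shock element; 0% = median of DMSO wells and -100% = zero luminescence signal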
KLF5 inhibitor: inhibitors of KLF5 expression. DLD-1 KLF5 promoter-luciferase reporter, luminescence. inhibition, % at 5 µM. 290,000 compounds, 0.23% hits. AID 1700;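 active = inhibition above a per-plate limit of that plate's mean compound inhibition plus 3 SD, cut at about 60% in these data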;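 also: 0% = DMSO wells and 100% = LY294002 at 200 µM; higher means less KLF5 promoter-driven luciferase light; inactives centre near -14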
AI-2 QS mod: Vibrio harveyi AI-2 quorum sensing modulation; Vibrio harveyi JMH597 AI-2 luminescence/OD600 ratio, 9 h; stronger effect = lower value; strain lacks LuxN and CqsS sensors; 0 = neutral-control median; activity change, % at 7.5 µM; 300,000 compounds, 0.4% hits; in the data active = activity change below about -75%, passing the limit was not always enough; inconclusive = no clear call, values can overlap the other calls;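 also: luminescence divided by OD600 gain over 9 h not by final OD600 alone; inactives centre near 13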
HIF activator: HIF pathway transcriptional activation; U2OS HRE-luciferase reporter, luminescence; normalized: DMSO 0%, desferrioxamine 100%; activation, % at 7.5 µM (by protocol); 300,000 compounds, 0.32% hits; AID 1910;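 active = mean activation of at least 10% of the iron chelator positive control signal, with at least half of replicates also reaching 10%; inconclusive = mean and replicate majority disagree about reaching 10%; inactive = mean and most replicates under 10%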
SKKanGAS inh: inhibitors of SKKanGAS S. pyogenes growth in kanamycin (SK-promoter or general growth effect); BacTiter-Glo, 6 h; inhibition, % at 7.5 µM; 300,000 compounds, 1.3% hits; AID 1662;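 active = mean replicate score, as percent of positive control median, at least 50; inconclusive = mean below 50 but one replicate at or above 50; inactive = mean and every replicate below 50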;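 also: strain carries kanamycin resistance gene driven by streptokinase promoter and grows in 40 µg/ml kanamycin; loss of luminescence reflects streptokinase promoter inhibition or plain growth inhibition; 0% = median of DMSO wells and 100% = positive control at its reference dose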
Platelet DG rel: modulates dense granule release in human platelets | inhibition, %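 (compounds screened at 7.5 µM in platelet-rich plasma)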 | human platelet-rich plasma, SFLLRN dense granule ATP release, luminescence | 300,000 compounds, 0.22% hits;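 active = mean replicate score, as percent of positive control, at or above 50; inconclusive = mean below 50 but at least one replicate at or above 50; inactive = mean and every replicate below 50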
IEC-6 cytotox: IEC-6 cytotoxicity, counter-screen for KLF5 inhibitors; luminescence viability; inhibition, % at 5 µM; 290,000 compounds, 0.78% hits; in the data active = inhibition above about 22%;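 also: 0% = plate median of test compound wells and 100% = cytotoxic reference compound wells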
An asterisk follows results filed as active; u = inconclusive; x = not tested or not shown. No enrichment for hits (roughly 6% active in at least one column).

canonical_smiles	aSyn 5UTR inh	HSP90 inh	HSF-1 act	HSF1 inh	KLF5 inhibitor	AI-2 QS mod	HIF activator	SKKanGAS inh	Platelet DG rel	IEC-6 cytotox
COc1ccc(NC(=O)COc2ccc(/C=C/c3cccc[n+]3C)cc2OC)cc1	10	-1	-8	-5	-40	12	0.0	5	-3	1
C/C(=N\S(=O)(=O)c1ccc(C)cc1)N1CCCCC1	13	2	-6	0	-20	10	0.7	-1	1	0
COc1cc(/C(C#N)=C/c2ccccc2)c([N+](=O)[O-])cc1OC	1	0	3	6	-39	u	-44	22	-10	1
Cc1c(C#N)c(N)nc(Cl)c1C#N	-33	-1	1	-1	-16	-34	0.3	1	4	6
COc1ccccc1/C=N/OCC(=O)NCc1ccc2c(c1)OCO2	-7	-4	-26	-6	-6	-7	-0.7	-5	15	0
Cc1cc(Cl)cc(Br)c1OCCNCC(C)O (stereo not given)	12	-2	1	-4	-12	13	0.3	-2	0	3
COc1ccc(CC(=O)N/N=C(\C)c2cccnc2)cc1OC	18	-3	-9	-5	-25	10	-0.6	10	3	5
CCOc1ccc(NC(=O)c2cc3ccccc3cc2O)cc1	-201	1	12	-1	-107	16	2.5	14	-3	-5
O=S(=O)(NCc1cn2ccsc2n1)c1ccc(Oc2ccccc2)cc1	4	1	-7	-8	-25	2	0.5	-2	2	10
Clc1cc(Cl)c2nc(N3CCCCC3)sc2c1	-152	-3	38	13	-41	17	5.6	7	10	-3
CCCC(=O)Nc1ccc2c(c1)nc(CCN1CCN(c3ccccn3)CC1)n2C	8	-3	-6	-7	3	26	-0.1	-1	0	2
CCCCN=C1SC(C(=O)Nc2sc3c(c2C(=O)OC)CCC3)C(N)=C1C(=O)N1CCOCC1 (stereo not given)	-2	x	2	11	x	4	-0.1	-3	11	x
COc1ccc(N2C(=O)c3ccccc3C2=O)cc1	20	-2	32	5	-31	21	-0.3	2	7	0
CNc1nc(CC(C)=O)ns1	-20	1	-3	-2	-14	21	0.0	6	11	-9
COc1ccc(NC(=O)CCC(=O)NCc2ccco2)c([N+](=O)[O-])c1	-4	1	26	6	-27	17	-0.5	-1	7	-7
Cc1ccc(-c2nnc(Nc3cccc(O)c3)c3ccccc23)cc1S(=O)(=O)NCCO	3	4	28	-1	-50	10	0.4	7	19	-4
CC(=O)Nc1cccc(NC(=O)CCCC(=O)O)c1	-5	-1	-3	-6	10	18	-0.3	-3	0	1
O=C(OCc1cccc2ccccc12)C1CC(=O)N(c2ccccc2)C1 (stereo not given)	0	-6	-1	3	-56	5	0.3	-4	-2	-4
Cc1nc(-c2ccccc2)nc(Cl)c1Cl	-8	4	3	-3	16	9	0.7	-1	7	11
Cc1ccccc1NC(=O)c1c(C)nn(-c2ccccc2)c1Cl	-32	-2	8	6	-57	14	2.0	2	5	-3

The list continues.
canonical_smiles	aSyn 5UTR inh	HSP90 inh	HSF-1 act	HSF1 inh	KLF5 inhibitor	AI-2 QS mod	HIF activator	SKKanGAS inh	Platelet DG rel	IEC-6 cytotox
Cc1nnc(NC(=O)CSc2nnc(Cc3cccn3C)n2-c2ccccc2)s1	8	3	-14	-1	-7	-5	-0.3	-2	1	-3
CC1CCc2sc3ncnc(N4CCOCC4)c3c2C1 (stereo not given)	21	2	16	-10	-8	10	0.5	-2	2	-3
CCC(C)NCCCOc1ccc(Cl)cc1C(C)(C)C (stereo not given)	-6	0	-19	-4	-19	10	0.3	4	-3	3
CN1CCc2cc3c(c4c2[C@H]1[C@H](O)c1ccccc1-4)OCO3	0	7	16	6	-8	14	0.7	4	4	44*
CC(C)c1ccc(N2C=Nc3ccc(C(C)C)cc3C2)cc1	-63	-6	25	12	-55	21	0.9	-1	-15	3
CC1(C)CC(=O)c2cc(C(=O)N3CCCC(C)(C)C3)c(=O)n(-c3ccccc3)c2C1	-13	-1	4	-3	-13	-5	0.2	-11	-6	-1
Clc1cccc(Cl)c1CSc1nnc(-c2sccc2-n2cccc2)o1	-22	-2	14	10	-29	14	-0.6	-9	0	-6
CCOc1ccccc1/C=N/n1c(C2CCCCC2)n[nH]c1=S	27	1	-5	-6	-26	9	0.9	1	1	-11
COc1ccc(/C=C/C(=O)Nc2cc(S(=O)(=O)N3CCOCC3)ccc2N2CCCC2)cc1OC	8	0	5	0	-28	10	0.0	-4	-2	-4
Cc1ccc2c(Cn3ccnc3)cc(=O)oc2c1C	-7	0	-11	-6	-19	3	-10	2	-1	7
Cc1ccc2nc(NC(=O)Cc3cccs3)sc2c1	-166	7	45	25	-109	17	2.1	-8	-8	1
O=C(OCc1nnc(-c2ccc(Cl)cc2)o1)c1ccc(O)cc1	-9	2	9	3	-3	20	0.3	-5	1	0
O=[N+]([O-])c1ccc(N2CCN(S(=O)(=O)c3ccccc3[N+](=O)[O-])CC2)cc1NCc1cccnc1	5	-3	21	3	-1	-4	-0.4	0	-17	-7
CCOC(=O)c1[nH]ncc1CN1CCCC(C(=O)c2cccc(OC(C)C)c2)C1 (stereo not given)	-1	2	-11	-6	-17	15	-0.1	6	0	1
COc1ccc(S(=O)(=O)Nc2c(C(=O)O)[nH]c3ccc(OC)cc23)c(OC)c1	0	2	-17	6	5	35	0.1	4	-2	1
CN1CCN(C(=O)/C(=C/c2cn(C)c3ccccc23)NC(=O)c2ccccc2)CC1	-5	-3	-14	-9	1	24	0.1	0	11	-13
CCN(CC)S(=O)(=O)c1ccc(N2CCOCC2)c(NC(=O)C(=O)c2c(-c3ccccc3)cc3ccccn23)c1	-39	1	26	10	-40	29	-0.1	3	-4	0
CCOC(=O)c1c(NC(=O)c2cc(C(C)C)on2)sc(C(C)=O)c1C	-31	-8	15	1	-25	13	-0.6	-1	5	3
Cc1ccc2c(c1)N(C(=O)CCC(=O)N1CCN(c3ccccc3)CC1)CCO2	13	1	-19	-8	-15	5	-0.1	-7	-7	-3
O=C(COC(=O)CCCNC(=O)c1ccc(Cl)cc1)Nc1cc(Cl)c(Cl)cc1Cl	7	-1	-4	-4	-2	6	0.0	6	9	-5

Next records.
canonical_smiles	aSyn 5UTR inh	HSP90 inh	HSF-1 act	HSF1 inh	KLF5 inhibitor	AI-2 QS mod	HIF activator	SKKanGAS inh	Platelet DG rel	IEC-6 cytotox
Nc1nc(SCC(=O)O)[nH]c(=O)c1NC(=O)c1ccco1	3	5	9	-3	-38	16	0.1	-2	1	-8
COc1ccccc1C(=O)NCc1ccc(-c2nc3ccccc3s2)cc1	41	11	-53	-59*	-5	23	-0.1	-10	-4	-1
Cc1ccccc1NC(=S)NCc1ccc2[nH]c3c(c2c1)CCCC3	-10	-4	-6	0	-18	24	0.2	9	4	1
CCc1cccc(NC(=O)CN(c2ccc(OC)cc2)S(=O)(=O)c2c(C)n[nH]c2C)c1	-5	4	-2	-2	6	2	-0.2	-4	-3	6
O=C1CCCC2=C1C(c1ccco1)Nc1ccc(C(=O)c3ccccc3)cc1N2 (stereo not given)	-81	16	26	25	-29	21	1.2	1	8	-3
CC/C(C)=N\Nc1nc(-c2cc3cc(OC)ccc3oc2=O)cs1	-119	-3	3	-1	-54	6	1.7	7	1	-5
COc1ccc(C2(C)NC(=O)N(CC(=O)NC(C)c3ccc(CC(C)C)cc3)C2=O)cc1 (stereo not given)	34	7	-8	-2	25	7	0.1	15	7	4
CCOc1ccc(N(CC(=O)NC2CCCCC2)C(=O)CSc2nnc(COc3ccccc3)o2)cc1	22	1	10	3	-36	8	-0.2	21	-2	-6
N#C/C(=C\c1ccc(-c2ccc([N+](=O)[O-])cc2)o1)C(=O)Nc1nc(-c2cccs2)cs1	-35	0	-5	-5	-21	17	-0.4	24	6	3
Cc1cc(C(=O)NCCc2ccc(S(N)(=O)=O)cc2)no1	14	-2	0	1	-17	38	-0.5	-1	-5	-1
COc1ccc2c(c1)-c1nc(/N=C/c3c(O)ccc4ccccc34)sc1CC2	-6	-1	63*	39	-29	14	-4.6	6	-12	-9
CCN(CC)S(=O)(=O)c1ccc(/C=C/C(=O)OCC(=O)Nc2ccc(S(N)(=O)=O)cc2)cc1	3	1	7	-10	13	62	-0.3	-9	-8	3
Nc1nnc(COc2ccc(Br)cc2Br)s1	-98	0	92*	46	-128	37	x	-18	-12	-6

Arranged by molecular weight (descending): 5 of the compounds above
canonical_smiles	aSyn 5UTR inh	HSP90 inh	HSF-1 act	HSF1 inh	KLF5 inhibitor	AI-2 QS mod	HIF activator	SKKanGAS inh	Platelet DG rel	IEC-6 cytotox
Cc1ccc(-c2nnc(Nc3cccc(O)c3)c3ccccc23)cc1S(=O)(=O)NCCO	3	4	28	-1	-50	10	0.4	7	19	-4
COc1ccccc1/C=N/OCC(=O)NCc1ccc2c(c1)OCO2	-7	-4	-26	-6	-6	-7	-0.7	-5	15	0
Cc1cc(Cl)cc(Br)c1OCCNCC(C)O (stereo not given)	12	-2	1	-4	-12	13	0.3	-2	0	3
CN1CCc2cc3c(c4c2[C@H]1[C@H](O)c1ccccc1-4)OCO3	0	7	16	6	-8	14	0.7	4	4	44*
CNc1nc(CC(C)=O)ns1	-20	1	-3	-2	-14	21	0.0	6	11	-9

Bioassay records deposited in PubChem BioAssay by several laboratories.
